M4 antag: CHRM4 antagonism in calcium assay; P08173; CHO-hM4 cells, ACh EC80, Fluo-8 calcium fluorescence; inhibition, % at 3 µM; 0.73% of 360,000 active; AID 624125;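 active = inhibition above its plate's cutoff, the mean inhibition of sample wells plus 3 SD, cut at about 27% in these data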;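 also: 0% = acetylcholine EC80 with DMSO and 100% = DMSO without agonist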
Target sequence (P08173 whole entry, looked up): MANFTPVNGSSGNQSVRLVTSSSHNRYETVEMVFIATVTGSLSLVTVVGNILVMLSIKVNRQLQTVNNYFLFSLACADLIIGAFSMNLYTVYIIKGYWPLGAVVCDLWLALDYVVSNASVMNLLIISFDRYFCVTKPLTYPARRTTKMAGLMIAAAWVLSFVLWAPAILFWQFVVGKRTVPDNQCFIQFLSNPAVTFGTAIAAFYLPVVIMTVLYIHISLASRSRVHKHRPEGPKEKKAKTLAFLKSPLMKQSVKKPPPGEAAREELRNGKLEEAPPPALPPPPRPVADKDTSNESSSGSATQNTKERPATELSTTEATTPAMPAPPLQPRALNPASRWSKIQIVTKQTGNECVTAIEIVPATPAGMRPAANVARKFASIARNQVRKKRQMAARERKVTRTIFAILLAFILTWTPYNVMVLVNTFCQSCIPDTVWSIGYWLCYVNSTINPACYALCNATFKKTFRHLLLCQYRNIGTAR
CHRM1 antagonist: antagonists of human M1 muscarinic receptor | inhibition, % at 3 µM | P11229 | 1.3% of 360,000 active | AID 588852 | CHO-K1 hM1, Fluo-8 calcium fluorescence, ACh EC80 antagonist;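 active = percent inhibition above its own plate's cutoff, namely the mean of that plate's compound wells plus 3 SD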;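 also: peak over basal fluorescence ratio during 140 s after agonist addition; 0% = ACh EC80 plus DMSO and 100% = DMSO alone without agonist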
CHRM4 agonist: agonists of human muscarinic M4 receptor (CHRM4). P08173. CHO-K1 hM4/Gqi5, Fluo-8 calcium fluorescence; vehicle 0%, full acetylcholine response 100%. activation, % at 3 µM. 0.14% of 360,000 active;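 active = activation above the run mean over all test wells plus 3 SD, cut at about 32% in these data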;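 also: peak over basal fluorescence ratio per well then scaled between controls; 0% = DMSO wells and 100% = acetylcholine at EC100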
M1 PAM: positive allosteric modulators of human M1 muscarinic receptor | 0.088% of 360,000 active | CHO-K1 hM1, Fluo-8 calcium fluorescence, ACh EC20; 0% = ACh EC20, 100% = maximal ACh | activation, % at 3 µM | P11229; in the data active = activation above about 19%, passing the limit was not always enough
CHRM5 PAM: positive allosteric modulators of human muscarinic M5 receptor | CHO-K1 hM5, Fluo-8 calcium, ACh EC20 PAM; 0% = ACh EC20, 100% = ACh EC100 | AID 624038 | activation, % at 3 µM | 0.3% of 360,000 active | P08912;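 active = activation above the run cutoff, the mean activation of all test compounds plus 3 SD, cut at about 18% in these data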
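System: CHO-K1 hM5 cells. Reagent: acetylcholine, EC20 level. Compound dosing: single dose, 3 µM nominal final test concentration. Timing: Post-acetylcholine fluorescence recording 140 s. Detection: Fluo-8 calcium fluorescence. Read-out: % activation, ACh-normalized. Benchmarks: ACh EC20 and EC100 wells. Repeats: singlicate, one well per test compound.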
CHRM1 agonist: agonists of human M1 muscarinic receptor | P11229 | CHO-K1 hM1, Fluo-8 calcium fluorescence, agonist mode; 0% DMSO, 100% acetylcholine EC100 | activation, % at 3 µM | 0.33% of 360,000 active;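 active = activation above the run's mean compound activation plus 3 SD, cut at about 16% in these data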;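 also: peak over basal fluorescence ratio within a 140 s kinetic read after compound addition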
CHRM5 antagonist: blocks acetylcholine activation of human M5 receptor | P08912 | CHO-hM5 cells, Fluo-8 calcium fluorescence, ACh EC80 | inhibition, % at 3 µM | 0.59% of 360,000 active;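 active = inhibition above a per-plate cutoff, the mean of that plate's test compounds plus 3 SD, cut at about 27% in these data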;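 also: 0% = acetylcholine EC80 with DMSO and 100% = DMSO without agonist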
TAAR1 ag: human TAAR1 agonism | Q96RJ0 | CHO RD-HGA16 TAAR1, Fluo-8 calcium fluorescence; vehicle wells 0%, saturating PEA agonist 100% | activation, % at 3 µM | 0.99% of 360,000 active | AID 624467;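 active = activation above the mean activation of all test compounds in the run plus 3 SD, cut at about 38% in these data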
Target sequence (Q96RJ0 whole entry, looked up): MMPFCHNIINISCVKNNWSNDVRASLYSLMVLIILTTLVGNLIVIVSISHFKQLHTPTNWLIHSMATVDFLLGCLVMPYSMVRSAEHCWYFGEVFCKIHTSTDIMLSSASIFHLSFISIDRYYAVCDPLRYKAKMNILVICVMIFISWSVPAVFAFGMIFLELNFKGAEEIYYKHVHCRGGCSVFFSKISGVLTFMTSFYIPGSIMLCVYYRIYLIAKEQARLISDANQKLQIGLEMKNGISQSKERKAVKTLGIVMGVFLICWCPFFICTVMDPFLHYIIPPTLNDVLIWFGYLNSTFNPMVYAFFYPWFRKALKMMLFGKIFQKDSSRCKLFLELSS
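Test system: RD-HGA16 (CHO) cells co-expressing Gα16 and hTAAR1 / Benchmarks: DMSO vehicle as 0%, PEA at EC100 as 100% / Repeats: no replicates (n 1) / Measure: % activation from peak over basal fluorescence ratio, DMSO-to-PEA scaled / Timing: 17-24 h plating, Fluo-8 75 min 37 °C, 30 min RT / Technique: kinetic Fluo-8 calcium fluorescence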
CHRM5 agonist: agonists of human muscarinic M5 receptor (CHRM5); activation, % at 3 µM; AID 624037; CHO-K1 hM5 cells, Fluo-8 calcium fluorescence; 0% DMSO wells, 100% maximal acetylcholine response; 0.19% of 360,000 active; P08912;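 active = activation above the run's mean over test compounds plus 3 SD, cut at about 23% in these data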;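 also: signal is peak over basal fluorescence ratio across the kinetic read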
Active calls of the source: *; . = no result given. An excerpt; count on the stated rates, not on these rows.

Preview (three entries):
SMILES	M4 antag	CHRM1 antagonist	CHRM4 agonist	M1 PAM	CHRM5 PAM	CHRM1 agonist	CHRM5 antagonist	TAAR1 ag	CHRM5 agonist
Oc1cccc(/C=N/Nc2cc(N3CCCC3)nc(N3CCCC3)n2)c1	2	-8	2	-9	-7	-7	8	-2	-2
CN(Cc1c(C(=O)N/N=C/c2c(F)cccc2Cl)nnn1-c1nonc1N)c1ccccc1	-4	9	19	-4	-9	0	6	4	-2
Cn1c(=O)oc2cc(NC(=O)CCl)ccc21	8	-7	1	16	1	-1	9	2	0

Main list (from the top)
SMILES	M4 antag	CHRM1 antagonist	CHRM4 agonist	M1 PAM	CHRM5 PAM	CHRM1 agonist	CHRM5 antagonist	TAAR1 ag	CHRM5 agonist
Oc1cccc(/C=N/Nc2cc(N3CCCC3)nc(N3CCCC3)n2)c1	2	-8	2	-9	-7	-7	8	-2	-2
CN(Cc1c(C(=O)N/N=C/c2c(F)cccc2Cl)nnn1-c1nonc1N)c1ccccc1	-4	9	19	-4	-9	0	6	4	-2
Cn1c(=O)oc2cc(NC(=O)CCl)ccc21	8	-7	1	16	1	-1	9	2	0
N#C/C(=C\c1ccc(F)cc1F)S(=O)(=O)c1ccccn1	3	-10	1	4	2	-1	4	0	-1
Cc1ccc(/C=N/Nc2ccc3ccccc3n2)o1	-6	-14	2	12	-4	-6	11	-1	-3
CCN(CC(=O)Nc1ccc(Br)cc1)C(=O)c1nc2nc(C)cc(C)n2n1	-8	7	1	0	10	-4	3	1	1
O=C(Nc1cccc(Cl)c1Cl)c1csc([C@@H]2O[C@H](CO)[C@H](O)[C@H](O)[C@H]2O)n1	-8	-8	0	8	3	-2	-5	6	1
CCOc1ccc(C(=O)NCC(=O)NCCCn2nc(C)cc2C)cc1OCC	-4	-11	0	11	2	-4	-5	3	-4
Cc1cccc(C)c1NCc1n[nH]c(=S)n1-c1ccccc1	2	-10	1	4	-1	-3	0	0	3
COC(=O)c1cc(C(=O)OC)n(Cc2ccc(Cl)cc2Cl)n1	-7	-13	-2	13	0	2	0	-1	-1
COCC(C)n1c(C)cc(C(=O)CSc2nnc(-c3ccco3)o2)c1C (stereo unspecified)	1	-11	6	5	-11	1	11	3	5
N#CC1(Nc2ccc(-c3ccc(Cl)cc3)cc2)CCCC1	2	-12	0	4	0	-3	16	0	-3
COc1ccc(/C=C2\SC(=S)N(NS(=O)(=O)c3ccc(C)cc3)C2=O)c(OC)c1	12	12	17	-7	-6	-5	7	16	2
CCCCNC(=O)CNC(=S)N(Cc1cc(OC)c(OC)c(OC)c1)C1CCCC1	-1	-4	0	2	-8	-2	12	0	-1
O=C(Nc1ccc([N+](=O)[O-])cc1)Nc1nc(-c2ccc(Cl)s2)cs1	26	8	12	-10	-15	6	31*	11	7
CC1(C)Nc2ccccc2N(CC(=O)N2CCCCC2)C1=O	1	-12	1	6	3	-4	0	3	-1
C/C=C/c1ccc(OCCCCN2CC(C)CC(C)C2)c(OC)c1 (stereo unspecified)	-1	6	1	-7	-5	-8	10	5	-14
COc1ccc(NC(=O)C2CCN(C(=O)c3ccccc3)CC2)cc1OC	-7	-29	1	4	0	-1	-3	20	3
O=C(Nc1nnc(-c2ccccc2Cl)o1)c1ccco1	11	0	1	3	-4	-4	0	6	2
O=C(CCNc1n[nH]c(=O)[nH]c1=O)N1CCCCC1	8	-5	0	14	2	-4	-5	2	2
N#CCCCSc1nnc(Cc2ccc3c(c2)OCO3)o1	-10	-28	1	7	5	-3	-6	4	-4
CCOC(=O)[C@]12CCCC=C1N(Cc1ccc3c(c1)OCO3)C(=O)[C@H](CC(=O)N1CCOCC1)C2	-19	.	2	.	-4	.	-6	2	2
COC(=O)[C@@H]1CCCN1Cc1c(C(=O)N2CCCCC2)nc2c(C)cccn12	-9	3	1	-5	-5	-6	2	9	-4
O=C(COC(=O)c1ccc([N+](=O)[O-])o1)c1ccccc1	5	5	1	-5	-1	-4	2	3	-3
O=C(CNS(=O)(=O)c1ccc2ccccc2c1)NCCc1ccccn1	-1	-7	3	6	1	-6	7	7	0

An excerpt of these results, field by field.
O=C(Nc1ccc([N+](=O)[O-])cc1)Nc1nc(-c2ccc(Cl)s2)cs1
  M4 antag: 26	CHRM1 antagonist: 8	CHRM4 agonist: 12	M1 PAM: -10	CHRM5 PAM: -15	CHRM1 agonist: 6	CHRM5 antagonist: 31*	TAAR1 ag: 11	CHRM5 agonist: 7

Cc1cccc(C)c1NCc1n[nH]c(=S)n1-c1ccccc1
  M4 antag: 2	CHRM1 antagonist: -10	CHRM4 agonist: 1	M1 PAM: 4	CHRM5 PAM: -1	CHRM1 agonist: -3	CHRM5 antagonist: 0	TAAR1 ag: 0	CHRM5 agonist: 3

CCOc1ccc(C(=O)NCC(=O)NCCCn2nc(C)cc2C)cc1OCC
  M4 antag: -4	CHRM1 antagonist: -11	CHRM4 agonist: 0	M1 PAM: 11	CHRM5 PAM: 2	CHRM1 agonist: -4	CHRM5 antagonist: -5	TAAR1 ag: 3	CHRM5 agonist: -4

CN(Cc1c(C(=O)N/N=C/c2c(F)cccc2Cl)nnn1-c1nonc1N)c1ccccc1
  M4 antag: -4	CHRM1 antagonist: 9	CHRM4 agonist: 19	M1 PAM: -4	CHRM5 PAM: -9	CHRM1 agonist: 0	CHRM5 antagonist: 6	TAAR1 ag: 4	CHRM5 agonist: -2

Later entries.
SMILES	M4 antag	CHRM1 antagonist	CHRM4 agonist	M1 PAM	CHRM5 PAM	CHRM1 agonist	CHRM5 antagonist	TAAR1 ag	CHRM5 agonist
O=C(CCCSc1nc2sc3c(c2c(=O)[nH]1)CCC3)NCCCO	4	-32	1	9	-4	-8	-5	0	1
OC(c1ccccc1)c1nc(-c2cccc3cccnc23)cs1 (stereo unspecified)	-5	-14	1	8	4	-6	-9	1	-1
CCCC(=O)N(CCN1CCOCC1)c1nc2c(OCC)cccc2s1	-6	2	8	-1	-2	-1	4	.	4
CCOC(=O)C1=C(CSCc2ccccc2)NC(=O)NC1c1cc(C)ccc1C (stereo unspecified)	3	-4	4	2	-8	-2	0	8	0
COc1ccccc1OCCNC(=O)/C=C/c1ccc([N+](=O)[O-])cc1	-1	2	-1	-8	-4	-5	6	-2	-1
Cc1cc(=O)oc2cc(OCC(=O)N3CCC(O)CC3)c(Cl)cc12	-1	19	0	-8	-1	-2	4	1	-5
COc1cccc(/C=C2/Oc3ccccc3N(CC(=O)NCC3CCCO3)C2=O)c1 (stereo unspecified)	4	10	4	-7	-9	-3	9	.	0
COc1ccc(CCNC(=O)c2cc(S(=O)(=O)N(C)C)ccc2N2CCCC2)cc1	-22	10	6	8	3	4	4	-2	1
COc1ccc(/C=C2/SC(=S)N(NS(=O)(=O)c3ccc(C)cc3)C2=O)cc1	-5	-6	0	-3	-1	-8	13	6	-2
CC1CCN(c2ccc([N+](=O)[O-])c(SCCO)c2)CC1	-6	-10	-1	2	-4	-8	8	-3	-10
Cc1cccc(C(=O)NNC2=C(C(=O)C(F)(F)F)CCC2)c1O	0	-1	3	4	-2	-3	2	6	2
CCCCCC(=O)N1C[C@H](n2cc(-c3ccc(F)cc3)nn2)[C@@H](O)C[C@@H]1c1ccc(C)cc1	-3	-12	5	6	0	-4	-5	2	-1
COc1ccc(-c2ccc3oc(-c4ccc(OC)cc4)c(C#CCO)c3c2)cc1	3	-5	0	-1	11	-3	3	7	1
COc1cccc(C(=O)Nc2nnc(S(=O)(=O)N(C)c3ccccc3)s2)c1	-1	-1	1	0	-3	-1	11	0	-2
C/C(=N/Nc1ccc(C(=O)O)cc1)c1ccc(O)c(O)c1O	1	0	1	6	9	1	-8	0	2
O=C(COC(=O)c1cccc(Cl)c1)NC1CCS(=O)(=O)C1 (stereo unspecified)	-5	-18	2	16	17	-3	1	5	1
CC(C)n1ncc2c(C(=O)Nc3ccc(CC#N)cc3)cc(C3CC3)nc21	-2	20	3	-13	-11	-7	-3	6	-9
CN(C(=O)c1ccc(NC(=O)C2CCN(C(=O)OC(C)(C)C)CC2)cc1)C1CC1	11	-2	3	3	-5	-3	11	5	2
ON=C1C2CC=C(c3ccccc3)C1CCC2 (stereo unspecified)	5	-11	-1	16	4	1	0	1	-2
Cc1cccc(CN2CCN(Cc3cnn(-c4ccccc4F)c3)CC2CCO)n1 (stereo unspecified)	-2	-18	1	16	1	-5	8	0	1
CCOc1ccccc1OCCCCOc1ccccc1F	-7	-2	-1	-1	-4	-6	5	-3	-4
Cc1cccc(OCC(=O)NCCCNC(=O)c2cnccn2)c1	-7	-24	2	19	7	2	-8	1	0
CCNS(=O)(=O)c1ccc(NC(=O)Nc2cc(C)ccc2OC)cc1	-2	-9	3	8	3	-2	6	4	1
CCC(=O)Nc1nnc(SCC(=O)Nc2ccc(F)cc2)s1	0	6	0	1	-1	-3	3	10	1
O=C(NCc1ccco1)C1CC(c2ccccc2O)=NO1 (stereo unspecified)	3	-6	1	14	1	-6	2	1	0

Whole records, quoted from the list. Order of screens: M4 antag, CHRM1 antagonist, CHRM4 agonist, M1 PAM, CHRM5 PAM, CHRM1 agonist, CHRM5 antagonist, TAAR1 ag, CHRM5 agonist
OC(c1ccccc1)c1nc(-c2cccc3cccnc23)cs1 (stereo unspecified) reads -5, -14, 1, 8, 4, -6, -9, 1, -1
O=C(COC(=O)c1cccc(Cl)c1)NC1CCS(=O)(=O)C1 (stereo unspecified) reads -5, -18, 2, 16, 17, -3, 1, 5, 1

New compounds follow:
SMILES	M4 antag	CHRM1 antagonist	CHRM4 agonist	M1 PAM	CHRM5 PAM	CHRM1 agonist	CHRM5 antagonist	TAAR1 ag	CHRM5 agonist
COc1ccc(N2CCN(S(=O)(=O)c3ccc(-n4cnnn4)c(C)c3)CC2)cc1	0	-1	2	5	-3	-7	-7	9	2
CC(C)CCCC(C)NS(=O)(=O)Cc1ccccc1 (stereo unspecified)	4	5	-3	0	0	0	-4	-1	-3
CCN1CCn2c1nc(N1CCOCC1)nc2=O	-17	-11	1	6	-9	1	-2	11	14
Cc1cccc(/C(N)=N/OC(=O)c2ccc3c(c2)OCO3)c1	-1	-1	1	-3	-3	-2	10	1	-4
C=CCc1cccc(CNc2c(C)n(C)n(-c3ccccc3)c2=O)c1O	6	-3	0	3	-4	-7	5	10	-1
c1ccc2c(NC3CCCC3)nnc(NC3CCCC3)c2c1	-8	-16	1	-3	-2	-6	-7	4	-3
CN(Cc1ccc(OC(F)F)cc1)C(=O)c1ccccc1Sc1ccccc1C#N	-22	-5	5	1	3	-4	-11	1	-5
O=C(CCc1ccc(O)c(O)c1)NNC(=S)Nc1ccc(Br)cc1Cl	3	-7	1	7	1	-4	2	0	-1
NC(=O)c1ccccc1NC(=S)NC(=O)CCc1ccccc1	3	-1	1	6	1	-1	4	2	-1
